FLuc modulator: counter-screen for miR-21 project: firefly luciferase inhibitors or activators; P08659; purified FLuc, Km substrates, luminescence inhibition; Potency, µM (series often up to 57.5 µM), without a hit: at the top dose activity change, negative = inhibition, usual class: inhibitors; 360,000 compounds, 6.9% hits; AID 588342; active = well fitted inhibition curve with a large enough effect; inconclusive = small, poorly fitted or top-dose-only effect;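 also: plate controls were vehicle for no effect and reference inhibitor for full effect; nearly all actives have a fitted effect of over 55% in size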
Target sequence (P08659 whole entry, looked up): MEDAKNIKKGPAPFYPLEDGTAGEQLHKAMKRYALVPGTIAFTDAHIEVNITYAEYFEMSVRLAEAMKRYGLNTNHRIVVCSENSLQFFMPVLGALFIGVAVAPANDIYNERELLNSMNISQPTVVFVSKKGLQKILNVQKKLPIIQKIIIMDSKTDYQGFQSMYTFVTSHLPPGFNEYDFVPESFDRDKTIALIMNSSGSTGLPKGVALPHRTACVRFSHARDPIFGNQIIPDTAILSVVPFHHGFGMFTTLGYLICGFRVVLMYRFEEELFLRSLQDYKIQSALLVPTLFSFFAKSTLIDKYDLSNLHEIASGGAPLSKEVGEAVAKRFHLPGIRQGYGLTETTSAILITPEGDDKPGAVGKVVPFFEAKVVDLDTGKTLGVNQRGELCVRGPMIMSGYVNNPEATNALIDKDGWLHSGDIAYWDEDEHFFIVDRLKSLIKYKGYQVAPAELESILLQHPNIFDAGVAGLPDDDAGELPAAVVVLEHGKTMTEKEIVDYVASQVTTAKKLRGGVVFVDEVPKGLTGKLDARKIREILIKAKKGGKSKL
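Biochemical qHTS of compounds, final roughly 60 µM downward over six points, against 10 nM purified firefly luciferase using Km concentrations of substrates (10 uM D-luciferin, 10 uM ATP) in Tris acetate pH 7.5 buffer; luminescence output.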
Starred values were filed as active, the others as inactive; ? = inconclusive. Potency is read from the fitted curve at half-maximal effect. Some of the compounds tested; rates above refer to the full screens.

SMILES | FLuc modulator
COc1ccccc1NC(=O)C1=C(C)Nc2nc(-c3ccco3)nn2C1c1ccccc1F (centres undefined) | -4.8%
Cc1ccc(CNC(=O)c2c(-c3ccc(Br)cc3)noc2C)o1 | -17.7%
CN1CCN(c2nc3c(S(=O)(=O)c4ccc(Cl)cc4)nnn3c3ccsc23)CC1 | 5.7%
CC(C)Cn1c(=O)c2sccc2n2c(CCCC(=O)NCC(C)c3ccccc3)nnc12 (centres undefined) | 4.9%
COc1cccc(-c2nnc(SCC(=O)N3CCc4ccccc43)o2)c1 | -5.4%
Cc1nc2cccnc2n1-c1cccc(C(=O)NCc2cccc(Cl)c2)c1 | -7.2%
COc1ccc(NC(=O)c2cc3c([nH]c2=O)CC(c2ccccc2)CC3=O)cc1 (centres undefined) | -1.8%
CCCSc1nc2sc3c(c2c(=O)n1-c1ccccc1)CCC(C)C3 (centres undefined) | -2.4%
Cc1ccc(-c2cn(-c3cccc(Cl)c3)c(S(=O)(=O)CC(=O)Nc3ccccc3F)n2)cc1 | ?
O=C(CSc1oc(-c2ccccc2)nc1S(=O)(=O)c1ccc(Cl)cc1)c1ccccc1 | -15.0%
Cc1ccc2oc3c(c(=O)c2c1)C(c1ccc(F)cc1)N(c1nc(C)c(C)s1)C3=O (centres undefined) | -2.7%
O=C(NCC(c1ccc2c(c1)OCO2)N1CCOCC1)c1c(F)cccc1F (centres undefined) | -3.7%
CNC(=O)CN1C(=O)c2cccnc2Sc2ccccc21 | -6.1%
CCOC(=O)c1c(NC(=O)CCCOc2ccc(C(C)(C)C)cc2)sc2c1CCC2 | -7.7%
COc1ccc(CCC(=O)NCc2nc3cccnc3n2Cc2ccccc2)cc1 | 0.6%

In a second layout: entries from further up.
COc1ccccc1NC(=O)C1=C(C)Nc2nc(-c3ccco3)nn2C1c1ccccc1F (centres undefined)
  FLuc modulator: -4.8%

O=C(NCC(c1ccc2c(c1)OCO2)N1CCOCC1)c1c(F)cccc1F (centres undefined)
  FLuc modulator: -3.7%

COc1ccc(CCC(=O)NCc2nc3cccnc3n2Cc2ccccc2)cc1
  FLuc modulator: 0.6%

Cc1ccc(CNC(=O)c2c(-c3ccc(Br)cc3)noc2C)o1
  FLuc modulator: -17.7%

Additional results
SMILES | FLuc modulator
O=C(C1CCN(S(=O)(=O)c2ccc(Br)s2)CC1)N1CCN(c2ccc(F)cc2)CC1 | -1.3%
CCOCCCNC(=O)c1cnc2sc(N3CCCCC3)nn2c1=O | -1.9%
COc1ccc(S(=O)(=O)N(CCc2ccccc2)CC(=O)Nc2cc(Cl)ccc2C)cc1 | -3.0%
Cc1ccc(NC(=O)Cn2ccn(Cc3ccc(Cl)cc3)c(=O)c2=O)cc1C | 2.9%
Cc1oc(-c2ccc(C(=O)Nc3cccc(C(F)(F)F)c3)cc2)nc1CSc1ccccc1 | -9.4%
Cc1nc2ccn(Cc3ccco3)c(=O)c2cc1C(=O)NCc1ccccc1 | 2.5%
Cc1cc(C)cc(S(=O)(=O)Nc2cccc(-c3ccc(N4CCOCC4)nn3)c2)c1 | 12µM*
COC(=O)c1sc2cccc(F)c2c1S(=O)(=O)NCc1ccc(F)cc1 | -0.3%
COc1ccc(OCCCn2c(C3CC(=O)N(c4ccc(F)cc4)C3)nc3ccccc32)cc1 (centres undefined) | ?
Cc1ccc(-c2csc(=Nc3ccc(F)cc3)n2Cc2ccc3c(c2)OCO3)cc1C | -16.8%
Cc1cccn2c(=O)cc(COc3cccc(NC(=O)Nc4cccc(Cl)c4)c3)nc12 | 3.2%
O=C(NCCCN1CCN(c2ccc(F)cc2)CC1)c1ccc2nc(Cc3ccccc3)oc2c1 | -5.3%
COc1cccc(CNC(=O)c2[nH]c3cc(C)ccc3c2Sc2ccccc2)c1 | -1.7%
Cc1cc2c(n1-c1ccc(C(=O)NCc3ccc(OC(C)C)cc3)cc1)CCCC2 | -12.7%
O=C(Cn1c(=O)oc2ccccc21)NCc1ccc(Cl)cc1 | 2.0%

3 compounds already listed, sorted by molecular weight, low to high:
SMILES | FLuc modulator
CCOCCCNC(=O)c1cnc2sc(N3CCCCC3)nn2c1=O | -1.9%
COC(=O)c1sc2cccc(F)c2c1S(=O)(=O)NCc1ccc(F)cc1 | -0.3%
Cc1cc(C)cc(S(=O)(=O)Nc2cccc(-c3ccc(N4CCOCC4)nn3)c2)c1 | 12µM*

Other records follow:
SMILES | FLuc modulator
Cc1cn2c(=O)cc(COC(=O)c3ccc(NC(=O)COc4ccc(C)c(C)c4)cc3)nc2s1 | 0.4%
O=C(CSc1nc(Nc2ccc(F)cc2)c2ccccc2n1)c1ccc(F)cc1 | 4.1%
CCOc1ccc(N(C)S(=O)(=O)c2ccc3c(c2)CCCN3C(C)=O)cc1 | ?
CC(C)CCn1c(=O)c2sccc2n2c(CCCC(=O)Nc3ccc(F)c(Cl)c3)nnc12 | -16.7%
Cc1c(C(=O)Nc2cccc(F)c2)sc2nc(-c3cc4ccccc4oc3=O)[nH]c(=O)c12 | -1.5%
COc1ccc(Nc2nn3c(=O)c4cc5c(cc4nc3s2)OCO5)c(OC)c1 | 2.3%
O=C(COc1ccc(Cl)cc1)Nc1ccc2nc(SCC(=O)N3CCOCC3)sc2c1 | ?
O=C(NCC(c1cccnc1)N1CCN(Cc2ccccc2)CC1)C(=O)Nc1ccc(Cl)cc1 (centres undefined) | -10.2%
Cc1ccccc1CNC(=O)C1=Cc2ccccc2OC1 | -15.9%
COc1cc(-c2nc3ccc(C)cn3c2Nc2ccc(Cl)cc2)ccc1O | -9.6%
CCOc1cccc2sc(N3CCN(C(=O)c4ccc5c(c4)CCCC5)CC3)nc12 | -19.2%
COc1ccc(-c2noc(CNC(=O)c3ccc(OC)cc3OC)n2)cc1 | -1.8%
Cc1c(CC(=O)N2CCCCC2)c(=O)oc2c(C)c(O)ccc12 | -1.7%
CCOc1ccc(CNC(=O)Nc2ccc3c(c2)N(C)C(=O)c2ccccc2S3)cc1 | -4.5%
Cc1ccc(-c2cn3nc(N4CCCC(C(=O)NCc5ccccc5F)C4)sc3n2)cc1 (centres undefined) | 6.01µM*
COCCNC(=O)Cn1c(=O)n(CCCCCC(=O)NCc2ccccc2Cl)c(=O)c2sccc21 | -1.0%
COc1ccccc1Cn1c(CNS(=O)(=O)c2ccc(C(C)C)cc2)nc2cccnc21 | -11.3%
CCOc1ccccc1NC(=O)CSc1ncc2c(n1)-c1ccccc1N(CC)S2(=O)=O | 2.2%
CCN1C(C(=O)c2ccccc2)=C(OC(=O)c2ccc(OC)cc2)c2ccccc2S1(=O)=O | -0.5%
Cc1nc2scc(C)n2c(=O)c1S(=O)(=O)Nc1cccc(O)c1 | -0.4%
COc1cc(-c2noc(C3CC(=O)N(c4cc(C)ccc4C)C3)n2)cc(OC)c1OC (centres undefined) | -3.1%
Cc1ccc(C(=O)N2c3nc(-c4ccco4)nn3C3(CCCCC3)[C@@H]3CCCC[C@@H]32)cc1 | -0.9%
CC(=O)N1CCc2cc(S(=O)(=O)NC(Cc3ccccc3)C(=O)NCc3ccc(C)cc3)ccc21 (centres undefined) | -11.7%
CCc1ccc(NC(=O)CC2C(=O)N(c3cccc(OC)c3)C(=O)N2Cc2ccco2)cc1 (centres undefined) | -10.3%
Cc1cccn2c(=O)cc(COc3ccc(NC(=O)C(C)Oc4ccccc4)cc3)nc12 (centres undefined) | -12.2%
O=C(COc1ccc(Cl)cc1)N(Cc1ccco1)Cc1ccco1 | -19.8%
Cc1c(Cl)cccc1-n1ncc(C(=O)NC2CCCCC2)c1C1CCN(C(=O)OC(C)(C)C)CC1 | 1.3%
COc1ccc(N2CCN(c3ncnc4c3cnn4C)CC2)cc1 | 6.0%
Cc1ccc(-c2onc(C)c2C)cc1S(=O)(=O)NCc1ccc(N(C)C)cc1 | 0.6%
Cc1ccccc1NC(=O)c1ccccc1NC(=O)c1ccccc1Cl | ?

Compounds shown so far with a tert-butyl group:
SMILES | FLuc modulator
CCOC(=O)c1c(NC(=O)CCCOc2ccc(C(C)(C)C)cc2)sc2c1CCC2 | -7.7%
Cc1c(Cl)cccc1-n1ncc(C(=O)NC2CCCCC2)c1C1CCN(C(=O)OC(C)(C)C)CC1 | 1.3%

(cont.)
SMILES | FLuc modulator
O=C(Nc1ccc(F)cc1)C1CCCN(c2ncnc3c2nc2n3CCCCC2)C1 (centres undefined) | -2.2%
CCC12CN3CC(C)(CN(C1)C3c1c[nH]c3ccccc13)C2=O (centres undefined) | -1.7%
Cc1ccccc1CNC(=O)CCc1cn(Cc2ccccc2C)c2ccccc12 | -9.3%
Cc1cc(C)cc(NC(=O)C2CCN(S(=O)(=O)c3cccc(-c4noc(C)n4)c3)CC2)c1 | -13.1%
Cc1nn(CCCC(=O)NCc2cccc(Cl)c2)c(=O)c2c1sc1ccccc12 | ?
Cc1cccc(C)c1OCC(=O)N(Cc1ccccc1F)C1CCS(=O)(=O)C1 (centres undefined) | -5.2%
CCOC(=O)C1CCN(C(c2ccc(SC)cc2)c2c(O)cc(C)n(Cc3ccco3)c2=O)CC1 (centres undefined) | -19.0%
CCc1ccc(Sc2cc(C(=O)O)c3ccccc3n2)cc1 | 15.1µM*
Cc1c(C)n(Cc2ccccc2)c2ccc(C(=O)NCc3ccco3)cc12 | ?
CCCC(=O)Nc1cccc(OCc2cc(=O)n3cccc(C)c3n2)c1 | -9.6%
Cc1nc(N2CCCC2)c2c(C(=O)N3CCN(c4cccc(Cl)c4)CC3)c(C)oc2n1 | -9.1%
C=Cc1ccc(Cn2c(C(=O)O)c(CNC3CCCC3)c3ccc(C)cc32)cc1 | -3.1%
CC1CN(C(=O)CCC(=O)NCc2cccs2)c2ccccc2O1 (centres undefined) | -12.2%
O=C(Nc1cc(C(F)(F)F)ccc1Cl)c1cnn(-c2ccccc2)c1-n1cccc1 | -7.3%
CCCOC(=O)CSc1nnc2ccc3ccccc3n12 | 9.53µM*
Cc1cc(C)cc(NC(=O)C(NS(=O)(=O)c2cccc3nsnc23)c2ccccc2)c1 (centres undefined) | ?
CC(C)CCNC(=O)c1c2c(nc3ccccc13)C(=O)N(C1CCCCC1)C2 | 5.3%
CCc1cccc(NC(=O)Cn2c(=O)n(CCCCCC(=O)NCc3ccc(F)cc3)c(=O)c3sccc32)c1 | -9.8%
COc1ccccc1CNC(=O)C1CCCN(c2nc3ccccc3n3cccc23)C1 (centres undefined) | -6.1%
CC(=O)c1c(C)oc2c1cc(NS(=O)(=O)c1ccc(Br)cc1)c1ccccc12 | ?
Cc1cc2c(cc1S(=O)(=O)Nc1cccc(C#N)c1)OCC(=O)N2 | -4.4%
Cc1ccc(C2c3[nH]c4ccccc4c3CCN2C(=O)CCC2CCCC2)cc1 (centres undefined) | -1.6%
CCOc1ccc(-n2c(=O)c3c(C)c(C(=O)N(C)C)sc3n(CC(=O)Nc3c(C)cc(C)cc3C)c2=O)cc1 | -4.2%
Cc1ccc(CSc2nnc(-n3c(=O)c(C#N)cc4c(=O)n5cc(C)ccc5nc43)s2)cc1 | -0.6%
O=c1oc2ccc3ccccc3c2cc1-c1nnc(Nc2cccc(F)c2)s1 | 1.0%
CCOc1cc(C2C(C(=O)OC)=C(C)NC3=C2C(=O)c2ccccc23)cc(Br)c1OCC (centres undefined) | 5.9%
COc1ccc(-c2nc3sc(CCNC(=O)C(=O)Nc4ccc(C)cc4C)c(C)n3n2)cc1 | -5.1%
CN(C)c1cc2c(cc1NC(=O)c1ccc(F)cc1)n(C)c(=O)n2C | -5.9%
CCOC(=O)N1CCN(Cc2nc3cc([N+](=O)[O-])ccc3n2C(C)C)CC1 | 1.0%
CC1CCCCN1c1c(S(=O)(=O)c2ccc(Cl)cc2)cnc2ccccc12 (centres undefined) | -2.0%
CC(C)c1ccc(-c2noc(SCC(=O)N3CCCCC3)n2)cc1 | 2.39µM*
CCOc1ccccc1CNC(=O)C1CCN(S(=O)(=O)c2c(C)noc2/C=C/c2ccc(C)cc2)CC1 | -4.0%
COc1ccc(Nc2cc(C(=O)NCCCN(C)C3CCCCC3)c3ccccc3n2)c(OC)c1 | -8.3%
Cc1ccc(NC(=O)CCn2c(=O)c3cccn3c3ccccc32)cc1Cl | -17.5%
O=C1CC(c2ccc(Cl)cc2)Sc2nc(-c3ccc(F)cc3)nn21 (centres undefined) | ?
CS(=O)(=O)c1ncc(Cl)c(C(=O)Nc2c(C(=O)Nc3ccccc3)oc3ccccc23)n1 | 0.3%
Cc1ccc(C)c(N2CCN(c3nc4ccc(C(=O)c5ccccc5)cc4n4cnnc34)CC2)c1 | 0.4%
CC(C)CNC(=O)Nc1cc(C(=O)NCc2ccc(C(C)C)cc2)ccc1N1CCCC1 | -12.6%
Cc1ccc(NC(=O)Cn2nnc3sc4c(c3c2=O)CCCC4)c(C)c1 | 0.8%
CCN(C(=O)c1cc2c(s1)-c1c(C)cccc1OC2)c1cc(C)ccc1C | -10.7%
O=C(CSc1nc(=O)[nH]c2c1CCC2)NCc1ccccc1Cl | 4.2%
COc1ccc(-c2nc3c(c(SCC(=O)N(C)c4ccccc4)n2)Cc2cc(C)ccc2O3)cc1 | -1.3%
COc1ccc(N2CCN(C(=O)C(CC(C)C)NS(=O)(=O)c3ccc4nc(C)sc4c3)CC2)cc1 (centres undefined) | -4.2%
Nc1c(-c2nc(-c3ccccc3)no2)nnn1CC(=O)Nc1cccc(F)c1 | 3.0%
CNC(=O)c1ccc2c(c1)N(Cc1cc(C)ccc1C)C(=O)c1ccccc1S2 | -9.9%
CCCOc1ccc(NC(=O)CC2C(=O)N(c3ccccc3)C(=O)N2Cc2ccc(F)cc2)cc1 (centres undefined) | -5.8%
Cc1ccc(CS(=O)(=O)c2cn(CC(=O)N(C)c3ccccc3)c3ccccc23)cc1 | -10.5%
Cc1ccc(CN2CCSc3ccc(C(=O)N4CCN(c5ccccc5)CC4)cc32)cc1 | 5.0%
COC(=O)c1ccc2c(=O)n3nc(Nc4cc(OC)ccc4OC)sc3nc2c1 | -0.1%

From PubChem
